Mot1-301 SUMO: yeast Mot1-301 growth rescue at high temperature, primary screen, SUMOylation pathway inhibitor project, S. cerevisiae, ATP luminescence, 38.5C. growth rescue, % at 18.8 µM. S. cerevisiae Mot1-301 growth rescue; percent above DMSO median, 100 means doubled. 320,000 compounds, 1% hits;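 active = every valid replicate shows activation above 250% relative to neutral control wells; inactive = the rest, any valid replicate at or below 250%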;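 note: OY570 slx delta 5 strain wells were the positive control but not used for scaling; some compounds called inactive have numbers as strong as hits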
NSD2 HMT inh: NSD2 histone methyltransferase inhibitors, primary screen, biochemical, AlphaScreen, single concentration, set 2. NSD2 peptide methylation, 120 min. inhibition, % at 12.5 µM. 310,000 compounds, 0.54% hits. AID 743445, 2014; in the data active = inhibition above about 50%
Target sequence (O96028 whole entry, looked up): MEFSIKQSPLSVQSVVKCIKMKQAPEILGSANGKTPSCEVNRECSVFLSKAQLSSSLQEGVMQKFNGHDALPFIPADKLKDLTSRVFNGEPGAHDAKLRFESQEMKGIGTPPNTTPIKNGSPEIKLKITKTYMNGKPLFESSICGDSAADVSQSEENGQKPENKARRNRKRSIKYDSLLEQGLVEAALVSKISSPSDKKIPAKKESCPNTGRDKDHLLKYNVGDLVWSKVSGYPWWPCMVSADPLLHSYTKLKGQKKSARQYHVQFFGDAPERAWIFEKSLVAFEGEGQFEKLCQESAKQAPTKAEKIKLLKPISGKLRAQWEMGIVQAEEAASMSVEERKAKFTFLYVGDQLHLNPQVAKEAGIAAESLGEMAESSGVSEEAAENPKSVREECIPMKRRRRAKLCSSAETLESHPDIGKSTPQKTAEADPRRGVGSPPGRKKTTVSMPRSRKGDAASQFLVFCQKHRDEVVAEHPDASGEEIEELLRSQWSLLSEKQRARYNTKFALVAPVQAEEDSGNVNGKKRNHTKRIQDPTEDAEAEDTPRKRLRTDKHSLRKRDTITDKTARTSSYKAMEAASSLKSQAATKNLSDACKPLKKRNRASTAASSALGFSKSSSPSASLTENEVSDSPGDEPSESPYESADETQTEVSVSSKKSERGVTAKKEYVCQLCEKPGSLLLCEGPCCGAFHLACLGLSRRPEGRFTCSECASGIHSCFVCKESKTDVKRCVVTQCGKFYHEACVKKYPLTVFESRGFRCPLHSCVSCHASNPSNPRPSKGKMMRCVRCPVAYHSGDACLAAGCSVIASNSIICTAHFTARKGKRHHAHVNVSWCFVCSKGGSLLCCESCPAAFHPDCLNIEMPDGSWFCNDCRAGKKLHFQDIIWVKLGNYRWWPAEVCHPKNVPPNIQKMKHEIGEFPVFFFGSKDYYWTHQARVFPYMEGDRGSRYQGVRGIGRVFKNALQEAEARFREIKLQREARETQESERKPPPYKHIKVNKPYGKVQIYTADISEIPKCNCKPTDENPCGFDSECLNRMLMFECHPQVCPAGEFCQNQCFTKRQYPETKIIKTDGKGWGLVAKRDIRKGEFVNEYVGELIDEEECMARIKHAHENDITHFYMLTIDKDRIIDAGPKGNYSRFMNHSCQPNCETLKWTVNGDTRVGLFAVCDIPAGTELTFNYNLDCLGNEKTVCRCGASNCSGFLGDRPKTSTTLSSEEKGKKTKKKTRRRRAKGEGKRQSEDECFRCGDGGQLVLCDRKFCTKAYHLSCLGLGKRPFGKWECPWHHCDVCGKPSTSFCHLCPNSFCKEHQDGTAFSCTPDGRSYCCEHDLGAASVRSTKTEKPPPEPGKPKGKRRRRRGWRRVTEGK
The depositor's hits bear a star; + = active, no number.

Mot1-301 SUMO | NSD2 HMT inh | mol
13 | 0 | CC(/C=C/c1ccc2c(c1)OCO2)=N/NC(=O)C1COc2ccccc2O1 (centres undefined)
0 | 0 | C/C(N)=C(/C#N)C(=O)CSc1nc2ccccc2c(=O)n1-c1ccc(C)cc1
9 | -5 | Fc1cccc(/C=N/Nc2nc3ccccc3[nH]2)c1
-13 | -4 | O=C(OCCC1Oc2cccnc2NC1=O)c1ccc([N+](=O)[O-])cc1 (centres undefined)
-17 | 2 | CCn1c(=O)n(CC)c2cc(N3CCCC3)c(NC(=O)c3cc(Br)ccc3OC)cc21
11 | -1 | COc1ccc(CCNC(=O)c2cc(-c3ccco3)nc3ccccc23)cc1
3 | 4 | Cc1nc2c(ccc3c2ccc2nc(C)sc23)s1
32 | -4 | CCOC(=O)C(C)Oc1ccsc1C(=O)OC (centres undefined)
10 | 7 | Cc1cc(=O)[nH]c2c(C)c(Cl)ccc12
70 | -3 | CN1C(=O)/C(=C/c2cccc(Cl)c2)Sc2ccc(C(=O)N3CCCC3)cc21
7 | 19 | CCN(CC)c1ccc(CNc2ccc3c(c2)ncn3CC)cc1
-16 | 0 | CC(C)OCCCN1CN(S(=O)(=O)c2cccs2)c2nc3ccccc3nc21
-8 | -6 | CN(C)C(CNC(=O)C1CCCN1C(=O)c1cccs1)c1ccccc1 (centres undefined)
10 | 3 | CN1CCc2c(sc(NC(=O)c3ccc(S(=O)(=O)N4CCc5ccccc54)cc3)c2C(N)=O)C1
-12 | -5 | CC(C)(C)NC(=O)CN(Cc1ccc2c(c1)OCO2)C(=O)CNC(=O)c1cccs1
1 | -2 | COc1ccc(COC(=O)c2ccc3c(=O)n4c(nc3c2)CCC4)cc1F
-12 | 42 | COc1ccc(/C(C)=N\NC(=O)c2ccc3c(c2)OCO3)cc1OC
42 | 0 | Cc1ccnc(NC(=O)CCCOc2ccc(Cl)cc2C)c1
-14 | -1 | COc1ccc(N2CCN(C(=O)CSc3nnc(-c4ccco4)n3C)CC2)cc1
0 | 5 | Cc1ccc(NCC(=O)N=Nc2c(O)[nH]c3ccc([N+](=O)[O-])cc23)cc1
16 | -1 | CC(NC(=O)c1cc(=O)[nH]c2ccc(Br)cc12)c1ccccc1 (centres undefined)
24 | -1 | O=C(Nc1ccc(Cl)cc1F)c1ccc2c(c1)C(=O)N(Cc1ccncc1)C2=O
-17 | -3 | Cc1cccc(NC(=O)CSc2nc(C)c(Cc3ccccc3)c(=O)[nH]2)c1C
-17 | -3 | Cc1cc(C)cc(N(C(=O)CCC(=O)Nc2ccccn2)C(C(=O)NC(C)C)c2ccc(O)cc2)c1 (centres undefined)
134 | -1 | Nc1nc(CSc2nc3ccccc3s2)nc(Nc2ccccc2)n1
-7 | 0 | O=c1c2c(nc3nc(NCc4ccccc4Cl)[nH]n13)CCC2
-3 | -2 | CCOC(=O)c1[nH]c2ccc(F)cc2c1NC(=O)CN1CCc2cc(OC)c(OC)cc2C1
18 | -8 | CC(C)c1ccccc1NS(C)(=O)=O
-1 | 3 | CCOCC(=O)Nc1ccc(C(=O)Nc2ccccc2Cl)cc1
-24 | 7 | Cc1cc(/C=C(\C#N)c2nnc(N3CCOCC3)n2-c2ccccc2)c(C)n1-c1ccccc1
2 | -3 | Cc1ccc(-c2ccc(SCC(=O)N3CCc4ccccc43)nn2)cc1
99 | 0 | O=C(Oc1ccc([N+](=O)[O-])cc1)c1ccc(Cl)c(S(=O)(=O)N2CCCCC2)c1
13 | -2 | NCc1c(O)ccc2ccccc12
-10 | 0 | CCCOc1ccc(/C=N/NC(=S)Nc2ccccc2[N+](=O)[O-])c(O)c1
37 | -5 | Brc1ccc(/C=N/Nc2nncc(-c3ccccc3)n2)o1
5 | -7 | O=C(Nc1cc(Cl)cc(Cl)c1)C(NCCCO)c1ccccc1 (centres undefined)
-19 | 1 | O=[N+]([O-])c1ccccc1S(=O)(=O)Nc1cccc2cccnc12
-7 | -1 | O=c1[nH]c(CSc2nnc3ccccn23)nc2cc(C(F)(F)F)ccc12
12 | -4 | CCOc1ccccc1-c1nc(-c2ccc(NC(=O)c3ccc(Br)o3)cc2)no1
160 | 0 | O=C1C=CC(=O)N1CCCCCCN1C(=O)C=CC1=O
-1 | 2 | COc1cccc(CC(NC(C)=O)C(=O)NC2CCN(c3ncccc3[N+](=O)[O-])CC2)c1 (centres undefined)
-14 | 11 | CN1CCN(C(c2ccc(C(F)(F)F)cc2)c2ccc3cccnc3c2O)CC1 (centres undefined)
-5 | -1 | CN(C)S(=O)(=O)c1cccc(N=C2NN=C(c3ccccc3)CS2)c1
9 | -2 | CSCCC(NC(=O)c1ccccc1)C(=O)Nc1ccc(NC(C)=O)cc1 (centres undefined)
-8 | 2 | N=C1c2ccccc2CN1c1ccc(N2CCOCC2)c(S(=O)(=O)Nc2ccc(Cl)cc2)c1
-11 | -1 | COc1cc(C2C(S(=O)(=O)c3ccccc3)CON2C)ccc1OCc1ccc(F)cc1 (centres undefined)
-2 | 1 | CCc1ccc(-c2csc(NC(=O)COC(=O)CCc3nc4ccccc4s3)n2)cc1
-17 | 2 | Nc1c(C(=O)Nc2ccccc2)sc2nc(-c3cccnc3)ccc12

Sorted by the number under NSD2 HMT inh (high to low): 7 from the list above
SMILES | Mot1-301 SUMO | NSD2 HMT inh
CN1CCN(C(c2ccc(C(F)(F)F)cc2)c2ccc3cccnc3c2O)CC1 (centres undefined) | -14 | 11
Nc1c(C(=O)Nc2ccccc2)sc2nc(-c3cccnc3)ccc12 | -17 | 2
O=[N+]([O-])c1ccccc1S(=O)(=O)Nc1cccc2cccnc12 | -19 | 1
O=C1C=CC(=O)N1CCCCCCN1C(=O)C=CC1=O | 160 | 0
COc1cc(C2C(S(=O)(=O)c3ccccc3)CON2C)ccc1OCc1ccc(F)cc1 (centres undefined) | -11 | -1
CSCCC(NC(=O)c1ccccc1)C(=O)Nc1ccc(NC(C)=O)cc1 (centres undefined) | 9 | -2
CCOc1ccccc1-c1nc(-c2ccc(NC(=O)c3ccc(Br)o3)cc2)no1 | 12 | -4

The results go on.
Mot1-301 SUMO | NSD2 HMT inh | mol
1 | 30 | CCC(=O)NC(/C=C/c1ccccc1)c1cc([N+](=O)[O-])c2cccnc2c1O (centres undefined)
1 | 0 | COc1ccc(NC(=S)Nc2cc(S(=O)(=O)N3CCCCC3)ccc2OC)cc1
22 | -11 | Cc1ccc(C2(C(F)(F)F)N=C3Sc4cc(C)ccc4N3C(=O)N2)cc1 (centres undefined)
388 | -3 | O=C(NCCN1CCOCC1)c1cc(Cl)ccc1[N+](=O)[O-]
-4 | -5 | COc1ccc(-c2c(C#N)c(N)nc3c2CCc2ccccc2-3)cc1OC
14 | -2 | Cc1ccc(NC(=O)N(Cc2cccs2)Cc2cc3cc4c(cc3[nH]c2=O)OCO4)cc1
1 | 1 | CC1=C(C(=O)Nc2ccc(Cl)cc2)C2(CCCCC2)C(C(N)=O)C(=S)N1 (centres undefined)
6 | -5 | CCN(CC)c1ccc(/C=C(\C#N)C(=O)NCc2ccco2)cc1
5 | -5 | COc1ccc2[nH]c(C(=O)Nc3ccccc3Cl)cc2c1
-19 | 7 | O=[N+]([O-])c1ccccc1NCc1ccc(Cl)cc1
-3 | -5 | COc1cccc(C(=O)NC2CCN(CC(=O)Nc3c(C)cc(C)cc3C)CC2)c1
-13 | -1 | O=C(c1ccc2c(c1)N(Cc1ccccc1F)C(=O)c1ccccc1S2)N1CCOCC1
-14 | 1 | O=C(COc1ncnc2scc(-c3ccccc3)c12)NCCN1C(=O)CSC1=O
305 | -5 | COc1ccc(Cn2c(C3CCCCC3)nc3c(c(=O)c4ccccc4n3C)c2=O)cc1
3 | -2 | Cc1ccccc1Nc1nnc(SCc2nc3ccccc3c(=O)[nH]2)s1
27 | -3 | O=c1c2ccccc2nc2c3ccccc3c(NCCN3CCOCC3)nn12
-9 | 0 | Cc1nc(N2CCCCC2)sc1C=O
-1 | -1 | O=C(NCCN1C(=O)S/C(=C\c2cccs2)C1=O)c1ccc(=O)[nH]c1
6 | -1 | COc1ccc(-c2cnnc(N/N=C/C(C)=C/c3ccccc3)n2)cc1
26 | -1 | COC(=O)c1ccc2c(=O)n(Cc3ccc4c(c3)OCO4)c(SCC(=O)N3CCCC3)nc2c1
15 | -4 | CCN1CCc2c(OCC(=O)Nc3cccc(C)c3C)cccc2C1=O
0 | 10 | CCOC(=O)C1=C(C)NC(SCC(=O)Nc2nc(C)cs2)=C(C#N)C1c1cccs1 (centres undefined)
15 | 0 | O=C(NCc1ccccc1Cl)C1CCN(C(=O)c2ccco2)CC1
-3 | 3 | CN(C)S(=O)(=O)c1cccc(NC(=O)c2cnccn2)c1
111 | 14 | O=C(Nc1nccs1)c1c(O)c2cccc3c2n(c1=O)CCC3
79 | 0 | Cc1ccc(C)c(Sc2ccc(NC(=O)CCl)cc2)c1
-2 | 5 | O=C(NCCCN1CCCC1)c1ccc(Cn2c(=S)[nH]c3ccc(Br)cc3c2=O)cc1
-8 | -1 | COc1nc(NC(C)=O)nc(C)c1Br
-10 | 14 | C/C(=N\NC(=O)c1ccc2nc[nH]c2c1)c1ccc([N+](=O)[O-])cc1
78 | -3 | O=C(Cc1csc(-c2ccccc2)n1)NCc1ccccc1F
69 | 1 | COC(=O)c1c(-c2ccc(C)cc2)csc1NC(=O)c1c(-c2ccccc2)noc1C
87 | -1 | COc1ccc2nc3sc(C(=O)NCc4cccs4)c(N)c3cc2c1
14 | 7 | Cc1sc2nc(CSc3nc4ccccc4s3)[nH]c(=O)c2c1C
8 | -1 | O=C(Nc1cc(=O)[nH]c2nc(-c3ccccc3)nn12)c1ccc(Cl)cc1
-2 | -1 | COc1ccc(S(=O)(=O)Nc2cc(Sc3ncn[nH]3)c(O)cc2C)cc1
-6 | -5 | CCCCCCCCCCC(=O)NNC(=O)c1c(O)c2ccccc2n(CC)c1=O
0 | -3 | NC(=O)N=Nc1c(O)[nH]c2c(Br)cc(Br)cc12
122 | -6 | Cc1ccc(NC(=O)c2ccc3ncsc3c2)cc1S(=O)(=O)N(C)C
23 | 1 | Cc1ccc(C)c(NC(=O)/C(C#N)=C/c2ccc(Sc3nncn3C)c([N+](=O)[O-])c2)c1
57 | 35 | CCCn1c(=O)n(C)c(=O)c2c(SCc3cc(C(C)=O)ccc3OCC)nc(C3CC3)nc21
4 | 4 | O=c1oc2ccccc2cc1-c1csc(Nc2nc3ccc(F)cc3s2)n1
-20 | -2 | COc1ccc(CNCC(=O)Nc2sccc2C#N)cc1
-27 | 1 | C=C(C)CSc1nc2sc3c(c2c(=O)n1-c1ccc(OC)cc1)CCN(C)C3
+ | -1 | O=C(NNS(=O)(=O)c1c(F)cc(F)c(Cl)c1F)C12CC3CC(CC(C3)C1)C2
12 | 3 | C=CCSc1nnc2n(-c3ccccc3OC)c(=O)c3c4c(sc3n12)CCC4
-30 | -4 | COc1ccc(C(=O)N(C)Cc2ccccc2)cc1Br
1 | -3 | c1ccc(-c2nc(-c3cccnc3)n[nH]2)cc1
-13 | 19 | CCN1CCc2c(OCC(=O)N3CCc4ccccc43)cccc2C1=O
4 | 0 | NS(=O)(=O)c1ccc(CCNC(=O)CCCCCNc2nc(=S)[nH]c3ccccc23)cc1
-2 | 0 | O=C(c1cccs1)N1CCN(S(=O)(=O)c2ccc(F)cc2)CC1
-1 | 0 | Cc1ccc(-n2c(-c3ccccc3)cc(/C=N/NC(=O)CC#N)c2-c2ccccc2)cc1
1 | 0 | COc1cccc(-n2c(SCC(=O)Nc3nc4ccccc4s3)nc3ccccc3c2=O)c1
-17 | -3 | CC1CCN(c2c(NCC3CCC(C(=O)NCCCc4ccccc4)CC3)c(=O)c2=O)CC1 (centres undefined)
-8 | 9 | CN1CCN(CCCNC(=O)c2ccc(CSCc3cccc(Cl)c3)o2)CC1
-6 | -1 | COC(=O)c1cc(NC(=O)/C=C/c2ccccc2)ccc1O
-9 | 2 | O=c1cc(CN2CCN(c3cccc(C(F)(F)F)c3)CC2)nc2sccn12
4 | -1 | CC(Sc1nc2c(cc1C#N)CCCCC2)C(=O)O (centres undefined)
79 | -2 | O=c1c2[nH]c3ccc(Br)cc3c2ncn1Cc1ccncc1
206 | 10 | O=C1NCCC/C1=N/Nc1ccc(F)cc1
46 | 2 | CCOc1ccc(NC(=S)N2CCn3c(nc4ccccc43)C2)cc1

(listing goes on)
Mot1-301 SUMO | NSD2 HMT inh | mol
250 | -6 | CC(=O)Nc1ccc2c(c1)C(C)(C)C(C)N2C (centres undefined)
-2 | 6 | O=C(N/N=C1/CCCc2ccccc21)c1cc([N+](=O)[O-])cc([N+](=O)[O-])c1
3 | -2 | Nc1nc(CC(=O)CSc2ccc(Cl)cc2)nc(Nc2ccc(F)cc2)n1
171 | 7 | CCC(C)(C)c1ccc(OCCCC[n+]2ccc(C)cc2)c(C(C)(C)CC)c1
-3 | 1 | COc1ccc(N2CCN(C(=O)c3ccc4c(c3)NC(=O)C(CSCc3c(F)cccc3Cl)N4)CC2)cc1 (centres undefined)
-1 | 2 | O=S(=O)(c1ccccc1)N1CN(c2ccc(F)cc2F)c2nc3ccccc3nc21
28 | 0 | CCn1c(C)nc2cc(C(=O)N=Nc3c(O)[nH]c4c(C)cc(C)cc34)ccc21
-24 | -1 | CCOc1cc(/C=N/NC(=O)c2cc(C)[nH]n2)ccc1OC(=O)c1ccc([N+](=O)[O-])cc1
4 | 0 | COc1ccccc1NC(=O)Nc1nnc(CC(=O)Nc2ccccc2)s1
-14 | 0 | CCC(c1nnnn1C(C)(C)C)N(Cc1cccs1)Cc1cc2cc(C)c(C)cc2n2nnnc12 (centres undefined)
343* | 0 | COc1cc2c(C(=O)Nc3ccc4c(c3)OCO4)cn(CC(C)C)c(=O)c2cc1OC
-18 | 3 | COc1cc2c(cc1OC)C(C)N(C(=O)c1sc(-c3cnccn3)nc1C)CC2 (centres undefined)
510 | 2 | Cc1cccc(-n2c(-c3ccco3)nc3nc4ccccc4nc32)c1
11 | 2 | O=C(CN1CCN(c2ccc(O)cc2)CC1)NC1CCCc2ccccc21 (centres undefined)
27 | -1 | O=C(CNc1c(Br)cc(Br)cc1Br)NN=C1CCCCC1
195 | 4 | COCCn1c(-c2ccc(Cl)cc2)nc2c(c(=O)c3ccccc3n2C)c1=O

Screening data as filed in PubChem.

These rows are one share of the data (hit frequency here may not be typical).
